# Vif-A3F inh = Vif-A3F binding inhibition; AID 602313; Potency, µM (top dose mostly 46.1 µM), without a hit: top-dose activity, negative = active; HeLa A3F-eYFP + Vif (tagged APOBEC3F with the HIV-1 protein that degrades it), YFP fluorescence increase; 390,000 compounds, 0.2% hits; also: potency is read from the fitted curve at half-maximal effect; % of control where 0% means no effect; nearly all actives have a fitted effect of over 65% in size
#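 Fluorescence increase (Ex 488/Em 500-530) after overnight compound treatment at 37 deg C flags inhibition of Vif-driven A3F-eYFP loss in stable HeLa A3F-eYFP/Vif cells seeded overnight beforehand.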
# RXFP1 agonist = agonists of human relaxin receptor RXFP1 | 370,000 compounds, 0.3% hits | AID 2676 | Potency, µM (series often up to 57.5 µM), inactives show at the top dose activation, actives largely listed as activators | HEK293T-RXFP1 cAMP TR-FRET, 30 min; response scale: percent of porcine relaxin response, buffer zero; also: potency is read from the fitted curve at half-maximal effect; % is scaled to controls: 0 for no effect and ±100 for the full control effect; nearly all actives have a fitted effect of over 60% in size; many of its hits are not listed in these tables
# Target sequence (Q9HBX9 whole entry, looked up): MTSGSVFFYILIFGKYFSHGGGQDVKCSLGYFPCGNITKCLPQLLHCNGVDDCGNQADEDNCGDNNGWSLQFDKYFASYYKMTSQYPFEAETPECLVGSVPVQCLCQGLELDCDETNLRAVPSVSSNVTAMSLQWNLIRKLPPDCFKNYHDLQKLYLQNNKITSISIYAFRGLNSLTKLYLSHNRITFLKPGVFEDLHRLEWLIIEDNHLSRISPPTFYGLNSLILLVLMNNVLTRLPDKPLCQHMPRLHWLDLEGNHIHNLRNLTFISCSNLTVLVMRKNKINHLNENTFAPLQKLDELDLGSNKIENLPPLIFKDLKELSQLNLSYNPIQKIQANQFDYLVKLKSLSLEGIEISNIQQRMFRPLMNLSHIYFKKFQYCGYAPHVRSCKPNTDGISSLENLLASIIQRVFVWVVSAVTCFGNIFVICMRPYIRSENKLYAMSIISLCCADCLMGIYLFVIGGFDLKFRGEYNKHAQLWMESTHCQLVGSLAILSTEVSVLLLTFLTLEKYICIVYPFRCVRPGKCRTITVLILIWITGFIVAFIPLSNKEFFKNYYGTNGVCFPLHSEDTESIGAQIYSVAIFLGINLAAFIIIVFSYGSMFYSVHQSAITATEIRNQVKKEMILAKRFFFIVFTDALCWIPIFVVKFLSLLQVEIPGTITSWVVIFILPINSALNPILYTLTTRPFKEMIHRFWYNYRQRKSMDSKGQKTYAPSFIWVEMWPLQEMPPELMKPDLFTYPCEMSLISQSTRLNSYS
#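 cAMP rise read by TR-FRET after 30 min, 37C compound exposure (up to 58 uM) in RXFP1-transfected HEK293 cells with Ro 20174 present. EC50 from Hill-equation fits, with 29 nM porcine relaxin as 100% and buffer as basal.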
# USP1 inh = USP1/UAF1 (human) deubiquitinase inhibition; O94782; recombinant USP1/UAF1, Ub-Rhodamine cleavage fluorescence; Potency, µM (titrated, usually from 57.1 µM), without a hit: at the top dose activity change, negative = inhibition, hits mostly inhibitors; 390,000 compounds, 0.23% hits; also: potency is read from the fitted curve at half-maximal effect; % is scaled to controls: 0 for no effect and ±100 for the full control effect; nearly all actives have a fitted effect of over 60% in size; inactives centre near -12
#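 USP1/UAF1 complex at 1 nM was preincubated with compound for 15 min at room temperature, then Ub-Rho substrate (150nM final) was added. Fluorescence (480/540 nm) was read kinetically, 6 reads every 60 seconds.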
# LDHA inh = LDHA (human) enzyme inhibition. P00338. purified LDHA, NADH/diaphorase-resazurin fluorescence; hits give low values. activity change, % (values are at about 110 or 230 µM). 480,000 compounds, 0.15% hits; in the data active = activity change below about -30%; inconclusive = mostly about -25% to -30%;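 also: plate controls were DMSO wells for no effect and wells without enzyme for full effect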
#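 Human LDH5 (2 nM) was incubated with 0.06 mM NADH and 0.2 mM pyruvate for 5 min at room temperature in Tris pH 7.4. Remaining NADH was coupled through diaphorase/resazurin, and resorufin fluorescence was read at 0 and 20 min.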
# IDH1 R132H inh = blocks human mutant IDH1 R132H enzyme; IDH1-R132H enzyme, NADPH consumption, diaphorase/resazurin fluorescence; Potency, µM (doses to about 76.6 µM), inactives show at the highest dose activity change, negative = inhibition, most hits filed as inhibitors; 390,000 compounds, 0.093% hits; AID 602179; also: potency is read from the fitted curve at half-maximal effect; % is scaled to controls: 0 for no effect and ±100 for the full control effect; nearly all actives have a fitted effect of over 65% in size
#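 IDH1-R132H (0.5 ug/mL) preincubated 30 min with compound, then NADPH (0.016 mM) and alpha-KG (2 mM) added; 80 min at RT, pH 7.5. Remaining NADPH coupled via diaphorase/resazurin to fluorescence (540/590 nm); concentration-response curves normalized to no-enzyme control.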
# PI4K2A inh = inhibitors of human PI4K2A | Q9BTU6 | 420,000 compounds, 0.13% hits | purified PI4K2A, ADP-Glo luminescence, 1 h; hits give low values | activity change, negative = inhibition, % at 76.9 µM | AID 1346378; in the data active = activity change below about -50%; inconclusive = mostly about -30% to -49%;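 also: -100% = wells without enzyme as full effect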
#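 In this quantitative HTS, ADP production by PI4K2A was quantified luminescently after 1 h at ambient temperature; 100 microM adenosine served as plate-quality control.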
# Glioma ERSR ind = inducers of ER stress response in human glioma cells | U87-MG GRP78 promoter luciferase reporter, 16 h | Potency, µM, for the others: top-dose activation, most hits filed as activators | 420,000 compounds, 0.02% hits | AID 602332; also: potency is read from the fitted curve at half-maximal effect; series mostly up to about 76 µM; % of control where 0% means no effect; nearly all actives have a fitted effect of over 35% in size
#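 ERSR induction read as luciferase luminescence (Bright-Glo, 10 min at room temperature) in stably transfected human U87-MG glioma cells exposed to compounds for 16 h, using GRP78 as sensor.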
# TrxR1 substrate = substrates of rat thioredoxin reductase 1; O89049; purified TrxR1 substrate turnover, NADPH consumption readout; Potency, µM (doses to about 114 µM), inactives show at the top dose activity change, negative = substrate turnover; 390,000 compounds, 0.01% hits; also: potency is read from the fitted curve at half-maximal effect; % is scaled to controls: 0 for no effect and ±100 for the full control effect; nearly all actives have a fitted effect of over 50% in size
#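 Rat TrxR1, dispensed at 90 nM, was prereduced with 400 uM NADPH (final) for 5 min at ~22 deg C, then incubated with compound 15 min before 400 uM selenite. A first-read NADPH fluorescence drop versus no-compound background flagged substrates.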
# Vif-A3G inh = inhibitors of Vif-APOBEC3G interaction. 410,000 compounds, 0.076% hits. HeLa A3G-eYFP + Vif (tagged APOBEC3G with the HIV-1 protein that degrades it), YFP fluorescence, overnight. Potency, µM (highest dose often 46.1 µM), without a hit: at the highest dose activity, negative = active, usual class: inhibitors. Q9HC16. AID 602310;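 also: potency is read from the fitted curve at half-maximal effect; % is scaled to controls: 0 for no effect and ±100 for the full control effect; nearly all actives have a fitted effect of over 60% in size; hits raise eYFP signal because A3G escapes Vif-driven loss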
#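 HeLa cells stably expressing Vif and C-terminally eYFP-tagged A3G, seeded overnight at 37 deg C, then exposed to compound by pintool overnight at 37 deg C. Rise in yellow fluorescence (Ex 488/Em 500-530, Acumen) marks blocked Vif-driven A3G degradation.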
# The depositor's hits bear a star; u = inconclusive; x = no result given; [ ] = another dose, or the depositor's remark. Unless noted, calls follow the shape of the dose curve; as a rule, active = well fitted curve in the direction sought with a large enough effect; inconclusive = small, poorly fitted or top-dose-only effect, or another doubt; inactive = no such curve, though single readings can be large; an effect the other way counts as inactive or inconclusive. Only part of the results is shown; rates above refer to the full screens.
SMILES,Vif-A3F inh,RXFP1 agonist,USP1 inh,LDHA inh,IDH1 R132H inh,PI4K2A inh,Glioma ERSR ind,TrxR1 substrate,Vif-A3G inh
COCCNC(=O)CSc1nc(-c2ccc(C)cc2)nc2c1c(=O)n(C)c(=O)n2C,x,-1.6%,-12%,-2,x,3,x,-7%[57.1 µM],x
CCCCN(C(=O)c1ccc2c(c1)OCO2)c1c(N)n(CCCC)c(=O)[nH]c1=O,-9%,0.6%,-15%,-4,-5%,1,-2%,0%[57.1 µM],-2%
CC(c1ccccc1)N1CCn2c(nc3cc(NC(=O)c4cccs4)ccc32)C1 (centres undefined),-2%,-1.1%,-17%,-7,8%,0,3%,14%,-3%
CN1CCN(C(=O)/C(=C\c2ccc3c(c2)OCO3)NC(=O)c2cccs2)CC1,3%,-0.7%,-6%,-13,8%,2,0%,-6%,0%
O=C(CN1C2=NCCCN2c2ccccc21)c1ccc2c(c1)OCO2,-8%,2.0%,3%,-6,1%,-2,-5%,2%,1%
CN(C1CCS(=O)(=O)C1)S(=O)(=O)c1ccc(C2CCCCC2)cc1 (centres undefined),0%,1.5%,-8%,-6,7%,1,-7%,7%,5%
C/C(N=Nc1nc2ccccc2s1)=N\Nc1ccccc1O,-3%,5.6%,-19%,-2,-1%,-5,1%,-1%,8%
Cc1cc(NC(=O)CCC(=O)N(CC(=O)NC2CCCC2)c2ccc(F)cc2)no1,2%,1.5%,-11%,-3,-1%,3,-2%,0%[57.1 µM],0%
Cc1ccc(CN2C(=O)N/C(=C\c3ccc(-c4ccc(C(=O)O)cc4C)o3)C2=O)cc1,-1%,4.4%,-23%,2,-1%,0,4%,10%,3%
CCCCc1c(C)nn(-c2nnc3c4ccccc4n(CC)c3n2)c1C,0%,2.7%,-11%,-7,2%,2,-4%,7%[57.1 µM],u
COc1ccc(NC(=O)c2cc3ccccc3o2)cn1,4%,0.6%,-9%,-8,14%,-23,6%,-5%,0%
CCc1ccc(/C=N/NC(=O)c2c[nH]c3ccccc23)s1,1%,0.6%,-10%,-4,-5%,-2,2%,-21%,-13%
CCCCn1c2ccc(F)cc2c2nnc(NN)nc21,6%,7.9%,-3%,-19,-10%,1,-6%,-23%,-4%
O=C(Nc1ccccc1N1CCOCC1)c1ccc(Cl)nc1,8%,0.5%,-13%,-8,2%,7,-4%,4%[57.1 µM],0%
CCN(C(=O)c1ccc(Cl)c([N+](=O)[O-])c1)c1ccccc1,1%,2.4%,-19%,-3,10%,-2,-6%,11%[57.1 µM],-2%
Cc1ccccc1C(=O)NC(CC(C)C)C(=O)N1CCN(c2ccccc2)CC1 (centres undefined),-1%,3.3%,u,-3,-1%,-7,-3%,3%,5%
Cc1cccc(C)c1NC(=O)CNC(=O)CCCc1c[nH]c2ccccc12,-15%,0.3%,-9%,-1,2%,0,-2%,-5%,1%
Cc1ncsc1C(=O)O,7%,-1.1%,-5%,-10,-2%,0,-2%,-8%,0%
CC(C)Oc1ccc(CNS(=O)(=O)c2cnc(N)nc2)cc1,-1%,0.9%,-2%,-11,-8%,1,1%,-5%[57.1 µM],6%
CC1CCC(C(C)C)C(OCC(O)CNC(C)C)C1 (centres undefined),-2%,5.7%,-11%,-5,-4%,-6,-5%,1%,0%
Cc1ncc(CO)c(/C=N/NC(=O)c2ccccc2Br)c1O,6%,0.7%,-19%,3,1%,-1,-2%,38%[activator][57.1 µM],-3%
NNC(=O)c1cc2cc3ccccc3nc2s1,u,3.3%,-5%,-34*,2%,0,11%,-12%,-4%
O=C(c1cccc(F)c1)N1CCN(C2CCCCC2)CC1,-8%,-2.9%,-13%,-16,4%,-1,-6%,8%,-2%
O=C(Nc1cccc(Cl)c1)Nn1cnnc1,6%,-1.2%,-22%,2,0%,-3,-5%,7%,2%
Clc1nssc1=Nc1ccc(Br)cc1,0%,0.2%,-36%,-9,-21%,7,2%,4%[57.1 µM],-21%
O=C(Nc1ccccc1C(=O)O)c1cccc(NS(=O)(=O)c2ccc(Br)cc2)c1,6%,-0.5%,-19%,-3,-7%,0,-5%,-2%,0%
CCN(CC)CCCNC(=O)CSc1nc2nc(C)c(Cc3ccccc3C)c(C)n2n1,-1%,-0.3%,-11%,-3,18%,2,-3%,5%,-4%
COc1cc(C2C(C#N)=C(N)Oc3c2oc(CO)cc3=O)ccc1OC(C)C (centres undefined),-6%,0.5%,-16%,0,-1%,4,-5%,-3%,-1%
Cc1cc(C(=O)OCC(=O)NCCN2C(=O)CSC2=O)ccc1[N+](=O)[O-],0%,x,-16%,-1,7%,4,-2%,0%,5%
COc1ccc(CN2CCN(C(=O)c3ccc4nc(N5CCOCC5)sc4c3)CC2)c(OC)c1OC,6%,-1.9%,-16%,-7,-1%,2,-2%,-4%[57.1 µM],1%
O=C(NCc1ccco1)/C(=C\c1cccs1)NC(=O)c1ccco1,-18%,0.8%,-10%,-7,-8%,-1,-1%,-9%,-2%
Cc1ccc(N2CC(NC(=O)C3CCCC3)CC2=O)cc1 (centres undefined),0%,-2.3%,-17%,-2,5%,-2,-2%,-1%[57.1 µM],8%
COc1cccc(NC(=O)C2(C)CCN2Cc2ccccc2Cl)c1 (centres undefined),x,x,x,-5,x,7,-4%,x,-5%
O=C(CCN1CCCCO1)NC1CCCc2c1cnn2-c1ccc(F)cc1F (centres undefined),-1%,x,-12%,1,-1%,2,-2%,x,-1%
CSCC[C@H](NC(=O)c1ccc(Cl)c([N+](=O)[O-])c1)c1nc2ccccc2[nH]1,-3%,-0.1%,-15%,-6,-3%,5,-1%,-14%,0%
COc1ccc(NC(=O)Nc2ccc(F)c(F)c2)c(OC)c1,-9%,-1.8%,-14%,-10,19%,1,7%,5%[57.1 µM],1%
COC(=O)CN(C(=S)Nc1ccc(F)cc1)C1CC(=O)N(c2ccccc2)C1=O (centres undefined),-1%,-0.2%,-2%,-5,9%,6,-1%,-14%,-3%
CC(CC(=O)N1CCN(S(=O)(=O)c2ccccc2)CC1)n1cncn1 (centres undefined),-5%,1.3%,-10%,-12,0%,-4,-1%,6%,0%
NC(=O)N/N=C1\CCS(=O)(=O)c2ccc(F)cc21,5%,3.7%,-6%,-7,18%,3,-6%,7%[57.1 µM],1%
Cc1cc(NS(=O)(=O)c2ccc(NC(=S)NC(=O)/C=C/c3ccccc3)cc2)no1,-12%,1.6%,-13%,-7,-17%,8,-1%,-7%,u
CC(C)N1CCC(N2CCN(C3CCCCCC3)CC2CCO)CC1 (centres undefined),0%,-2.4%,-10%,-1,6%,4,-2%,7%,3%
Nc1c(Cl)ncnc1Nc1ccc(C(=O)O)cc1,-5%,x,-11%,-14,-4%,-1,-1%,-12%,0%
Cc1ccc(S(=O)(=O)N2CCOCC2)cc1NC(=O)COC(=O)c1ccc2c(c1)OCO2,3%,0.2%,-18%,-2,11%,1,-4%,1%,0%
COc1ccccc1C1NC(=O)NC(C)=C1C(=O)OCc1ccccc1 (centres undefined),3%,1.0%,-4%,-4,7%,4,-7%,-7%,-2%
COc1ccc(-c2cc3ncnc(Cl)c3s2)cc1,-15%,5.2%,-33%,-2,0%,-27,5%,197%[activator],-1%

# Taken from above for reference:
SMILES,Vif-A3F inh,RXFP1 agonist,USP1 inh,LDHA inh,IDH1 R132H inh,PI4K2A inh,Glioma ERSR ind,TrxR1 substrate,Vif-A3G inh
COc1cccc(NC(=O)C2(C)CCN2Cc2ccccc2Cl)c1 (centres undefined),x,x,x,-5,x,7,-4%,x,-5%
O=C(CCN1CCCCO1)NC1CCCc2c1cnn2-c1ccc(F)cc1F (centres undefined),-1%,x,-12%,1,-1%,2,-2%,x,-1%
CSCC[C@H](NC(=O)c1ccc(Cl)c([N+](=O)[O-])c1)c1nc2ccccc2[nH]1,-3%,-0.1%,-15%,-6,-3%,5,-1%,-14%,0%
COc1ccc(NC(=O)Nc2ccc(F)c(F)c2)c(OC)c1,-9%,-1.8%,-14%,-10,19%,1,7%,5%[57.1 µM],1%
COC(=O)CN(C(=S)Nc1ccc(F)cc1)C1CC(=O)N(c2ccccc2)C1=O (centres undefined),-1%,-0.2%,-2%,-5,9%,6,-1%,-14%,-3%
CC(CC(=O)N1CCN(S(=O)(=O)c2ccccc2)CC1)n1cncn1 (centres undefined),-5%,1.3%,-10%,-12,0%,-4,-1%,6%,0%
NC(=O)N/N=C1\CCS(=O)(=O)c2ccc(F)cc21,5%,3.7%,-6%,-7,18%,3,-6%,7%[57.1 µM],1%
Cc1cc(NS(=O)(=O)c2ccc(NC(=S)NC(=O)/C=C/c3ccccc3)cc2)no1,-12%,1.6%,-13%,-7,-17%,8,-1%,-7%,u
CC(C)N1CCC(N2CCN(C3CCCCCC3)CC2CCO)CC1 (centres undefined),0%,-2.4%,-10%,-1,6%,4,-2%,7%,3%
Nc1c(Cl)ncnc1Nc1ccc(C(=O)O)cc1,-5%,x,-11%,-14,-4%,-1,-1%,-12%,0%
